Screening data as filed in PubChem BioAssay.
S3 lipid droplet: qHTS Assay for Lipid Storage Modulators in Drosophila S3 Cells; Drosophila S3 cells, BODIPY lipid droplet fluorescence, 18-24 h; cells fed with added oleic acid; 320,000 tested, 0.64% active; lipid storage change, negative = inhibition, % at the top dose, mostly 46.1 µM; hits show Potency in µM; active = well fitted inhibition curve with a large enough effect in the signal ratio, with a control signal flat, not every such curve was filed as active; inconclusive = small, poorly fitted or top-dose-only effect, or effect the other way, or a change in a side signal; the % refers to the signal ratio
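Drosophila S3 cells got compounds at several concentrations plus oleic acid (400 uM solution). Laser-scanning cytometry with 488 nm excitation read lipid droplets at 500-530 nm and cells at 575-640 nm. Percent activity was relative to 20 uM Triacsin C.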
S3 lipid droplet cell count max: second read-out of S3 lipid droplet, no call of its own (marks repeat the call); cell number change, %; measured here: cell count max response;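 cells counted by Cell Tracker Red CMTPX staining in the red channel; peak over a dose series mostly up to 46.1 µM; percent activity relative to internal control wells on each plate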
Active calls of the source: *; i = inactive; ? = inconclusive; nt = no result given. % is set by controls: 0 for no effect and ±100 for the full control effect; potency is the fitted concentration of half-maximal effect. Not all compounds are listed. The share of hits here may be higher or lower than overall.

SMILES	S3 lipid droplet	S3 lipid droplet cell count max
CCOc1ccccc1C(=O)OCC(=O)NCCc1ccc(OC)cc1	?	nt
O=C(CCC(=O)OCC(=O)c1ccc(Cl)cc1)NC1CCCCC1	10.6%	-13.0
COc1ccc(-n2c(SCC(=O)Nc3ccc(NC(C)=O)cc3)nc3ccccc3c2=O)cc1	?	nt
CCOC(=O)c1c(/N=C/C2=C(O)CC(C)(C)CC2=O)sc(C(C)=O)c1C	i	nt
CO/N=C\CC(=O)Nc1ccc(Cl)c(Cl)c1	?	nt
CCCCC(=O)Nc1cc2nn(-c3ccc(OC)cc3)nc2cc1C	?	nt
CC(C)c1nc(SCC(=O)N2CCCc3ccccc32)c2c(=O)n(C)c(=O)n(C)c2n1	i	26.2
COc1ccc(CN2CCN(CCC(C)C)C(CCO)C2)cc1Cn1cncn1 (stereo not given)	?	nt
CC(C)COC(=O)CCNc1n[nH]c(=O)[nH]c1=O	?	nt
CC(C)(C)c1nnc(NC(=O)CCS(=O)(=O)Cc2ccccc2)s1	?	nt
Cc1cc(S(=O)(=O)Nc2ccc(F)cc2)c(C)s1	?	nt
CCCC(CCC)C(=O)OC1C[C@H]2CC[C@@H](C1)[N+]2(C)C (stereo not given in full)	-2.3%	1.8
COC(=O)C1=C(C)NC(=O)/C1=C\c1ccco1	i	14.4
COc1ccc(C(CNC(=O)c2oc3ccc(Cl)cc3c2C)N2CCCCC2)cc1 (stereo not given)	-0.4%	-13.6
O=C(NC(=S)N1CCCC1)c1ccc(Cl)cc1Cl	9.2%	14.3
O=C(CC1NCCc2ccccc21)Nc1cccc(Cl)c1 (stereo not given)	i	-24.9
O=C(COC(=O)c1ccccc1Cl)Nc1nccs1	24.4%	nt
O=c1c(Cc2ccc(F)cc2)c(O)ccn1CCc1ccccn1	?	nt
COc1ccc(-n2c(C)cc3cc(OC(C)=O)ccc32)cc1	?	nt
Cc1ccc(N2CC(C(=O)Nc3cc(C)on3)CC2=O)c(C)c1 (stereo not given)	?	nt
COC(=O)[C@H](Cc1ccccc1)NC(=O)c1ccc2ccccc2n1	?	nt
Cc1ccc2nc(SCC(=O)Nc3ccc(F)cc3)nc(=O)n2c1	?	nt
O=c1[nH]c(CN2CCN(c3ccccc3Cl)CC2)nc2ccsc12	?	nt
COc1ccc(CCNC(=O)CN(c2cccc([N+](=O)[O-])c2)S(C)(=O)=O)cc1	?	nt
Cc1cccc(NC(=O)/C(C#N)=C/c2ccc(Sc3ccccc3)o2)c1C	?	nt
Cc1ccccc1NC(=O)CN1C(=O)S/C(=C\c2cccn2-c2cccc(C(=O)O)c2)C1=O	-0.3%	0.1
N#Cc1c(NC(=O)C2C3C=CC(C3)C2C(=O)O)sc2c1CCCCC2 (stereo not given)	?	nt
CCCC(c1nnnn1C(C)(C)CC)N1CCN(C(=O)c2ccco2)CC1 (stereo not given)	?	nt
O=C(CSc1ncn[nH]1)Nc1cccc(S(=O)(=O)N2CCCCCC2)c1	-8.2%	-6.9
CC(=O)c1cccc(NC(=O)c2cccc(N3C(=O)c4ccccc4C3=O)c2)c1	?	nt
Cc1cccc(OCC(=O)Nc2cc(C)on2)c1	7.6%	16.7
O=C(O)c1cc(/C=C/C(=O)c2cc(F)ccc2O)c2c(c1)COCO2	?	nt
O=C(NC(=S)NC1CC1)c1cccnc1	-7.7%	15.3
COc1ccccc1NC(=O)Nc1cccnc1	?	nt
Cc1noc(C)c1CSCC(=O)Nc1cc(S(=O)(=O)N2CCOCC2)ccc1OC(C)C	i	nt
Cc1nn(Cc2ccc(F)cc2)c(C)c1NC(=O)c1cc2ncc(Br)cn2n1	13.2%	-1.0
NC(=O)CC[C@@H]1NC(=O)[C@@H]2CCCN2C(=O)c2cc([N+](=O)[O-])cc(F)c2NCCC[C@@H](C(N)=O)NC1=O	-6.3%	2.8
CNC(=S)N1CCN(S(=O)(=O)c2ccc3ccccc3c2)CC1	i	-18.3
COc1cccc2c1C(=O)O/C2=C/c1ccc2c(c1)OCO2	?	nt
CCN1C(=O)CSc2ccc(C(=O)OC)cc21	-1.3%	4.2
O=C(NCC(=O)N1CCc2ccccc2C1)c1ccccc1Cl	10.6%	13.1
CC(=O)c1ccc(OC(=O)C(CCS(C)(=O)=O)N2C(=O)c3ccccc3C2=O)cc1 (stereo not given)	1.4%	19.5
O=[N+]([O-])c1cc(C(F)(F)F)cc([N+](=O)[O-])c1NN=C1CCCCC1	?	nt
C=CCNC(=O)CN1CCC(c2nc3ccccc3[nH]2)CC1	i	9.3
COc1ccc(S(=O)(=O)N2CCOCC2)cc1NC(=O)CCNC(=O)c1ccc(Br)cc1	?	nt
COc1ccc(S(=O)(=O)NCc2cccnc2)cc1Br	?	nt
COc1ccc(OC)c(C(=O)CN2C(=O)NC(C)(c3ccccc3)C2=O)c1 (stereo not given)	-8.7%	-12.5
O=C(CCCOc1ccc(Cl)cc1Cl)NNC(=O)c1ccc(NC(=O)c2ccccc2)cc1	22.7%	-0.1
C/C=C/C(=O)OCC(=O)Nc1nc2ccc(C)cc2s1	?	nt
Cc1c(NC(=O)c2cc3c(s2)CCCC3)c(=O)n(-c2ccccc2)n1C	4.7%	6.1
CN1C(=O)CC(C(=O)O)SC1=Nc1cc(Cl)cc(Cl)c1 (stereo not given)	?	nt
CCc1cc(CNC(=O)c2ccc3nc(Cc4ccc(OC)c(OC)c4)oc3c2)on1	i	-10.9
CCc1ccc(N2C(=O)CN(Cc3cccs3)C2=S)cc1	2.7%	6.6
Cc1ccsc1/C=N/NC(=O)CO	-22.8%	7.7
Nc1nc(SCC(=O)O)[nH]c(=O)c1NC(=O)c1ccccc1F	?	nt
COc1ccccc1C(=O)O/N=C(/C)c1ccc(N2C(=O)C3CCCCC3C2=O)cc1 (stereo not given)	?	nt
O=S1(=O)N=CN(Cc2cccc(F)c2)c2ccccc21	3.4%	5.8
CN(CC(=O)NC(=O)NC1CCCCC1)CC(=O)Nc1ccc(OC(F)(F)F)cc1	?	nt
Cc1occc1C(=O)NNC(=O)Cc1ccccc1	?	nt
CCOC(=O)c1ccccc1NC(=O)CSc1nnc(C(C)C)n1CC	1.6%	7.0
Further structures follow:
SMILES	S3 lipid droplet	S3 lipid droplet cell count max
CC(C)NC(=O)c1[nH]nc2c1CCc1ccccc1-2	i	-0.9
O=C(NCCN1CCN(C(=O)c2cccc(Br)c2)CC1)C(=O)NCc1ccccc1	?	nt
Cc1ccccc1NC(=S)N=Nc1c(O)n(C)c2ccc(S(=O)(=O)N3CCOCC3)cc12	?	nt
O=C(Nc1ccc2[nH]ccc2c1)c1ccccc1	-4.3%	-2.9
O=C(Cn1c(=O)sc2ccccc21)Nc1ccc(S(=O)(=O)N2CCCC2)cc1	?	nt
COc1ccc(OCC(=O)Nc2cc(-c3nn(C)c(=O)c4ccccc34)ccc2OC)cc1	?	nt
CN(C)S(=O)(=O)N(CC(=O)Nc1ccc2ccccc2c1)c1ccccc1	-4.7%	4.5
CSc1ncc(Cl)c(C(=O)NCc2ccc3c(c2)OCO3)n1	?	nt
CCOC(=O)c1sc2ncnc(NCC(c3cccs3)N(C)C)c2c1C (stereo not given)	?	nt
Cc1ccc(CC2C(=O)N(c3cc(Cl)ccn3)C(=O)C2C)cc1 (stereo not given)	4.2%	3.4
CCC(CC)C(=O)Nc1c2c(nn1-c1ccc(C)cc1)CS(=O)(=O)C2	-3.2%	7.3
O=c1cccc(-c2ccc(Br)cc2)o1	5.5%	10.4
CN(CC(=O)Nc1c(Cl)cccc1Cl)C(=O)c1cc(S(=O)(=O)N(C)C)ccc1N1CCCC1	?	nt
COc1cccc(NC(=S)N(CCCN2CCC(C)CC2)Cc2cccs2)c1	12.5%	-16.2
COc1cc(OC)c(OC)cc1/C=N/NC(=O)CSc1ccccc1F	?	nt
O=C(CSC1=NCCN1)NC12CC3CC(CC(C3)C1)C2	?	nt
CCOC(=O)N1CCN(C(=O)C(C)NC(=O)c2ccco2)CC1 (stereo not given)	11.5%	21.2
CC(=O)N1c2ccc3ccccc3c2C2C=CCC2C1c1ccc(Br)cc1 (stereo not given)	-19.2%	-6.0
COc1ccc(OCCCC(=O)Nc2cccnc2)cc1	?	nt
CCc1ccc(-n2c(=O)c3c(C)c(C)sc3n(CC(=O)NCC3CCCO3)c2=O)cc1 (stereo not given)	0.4%	3.0
COc1cccc(N2CCN(C(=O)C3CCN(S(=O)(=O)c4ccc5c(c4)oc(=O)n5C)CC3)CC2)c1	?	nt
Cc1cccc([C@@H]2[C@@H]3C(=O)N(Cc4ccccc4)C(=O)[C@@H]3[C@]3(Cc4ccc(Cl)cc4)C(=O)N(c4ccc(Br)cc4)C(=O)N23)c1	?	nt
CC(C)C[C@H](NC(=O)Nc1cccc(C(F)(F)F)c1)C(=O)O	-1.0%	14.8
O=C(Cc1ccccc1)N/N=C/c1ccccc1OCc1ccc(Cl)cc1	?	nt
Cc1nc(N2CCN(C(=O)c3ccco3)CC2)c(C#N)c2c1CCCC2	24.8%	-1.2
Cc1c(NC(=O)c2c(N)n(-c3ccccc3)c3nc4ccccc4nc23)c(=O)n(-c2ccccc2)n1C	-0.1%	1.1
CCn1c(CNC(=O)c2ccco2)nnc1SCC(=O)Nc1cc(F)ccc1C	?	nt
CCOc1cccc(/C(O)=C2/C(=O)C(=O)N(Cc3ccco3)C2c2ccncc2)c1 (stereo not given)	15.0%	-12.3
Cc1ccc(SC(C)C(=O)Nc2cccc(N(C)S(C)(=O)=O)c2)cc1 (stereo not given)	4.3%	6.5
CN(C)N=C1c2cc(S(=O)(=O)N(C)C)ccc2-c2ccc(S(=O)(=O)N(C)C)cc21	i	-8.5
N#Cc1ccccc1Sc1ccccc1C(=O)N1CCOCC1	-10.5%	2.3
CC1CCCCN1C(=O)C(=O)c1cn(CC(=O)N2CCCCCC2)c2ccccc12 (stereo not given)	?	nt
O=C(CN1C(=O)COc2ccccc21)NCC1CCCO1 (stereo not given)	?	nt
O=C(NCc1ccc(Cl)cc1)C(=O)c1c[nH]c2ccccc12	?	nt
COC/C=C/C1=CC2=CC(=O)C(C)(OC(=O)c3cnc4ccccc4n3)C(=O)C2=CN1c1ccc(CO)cc1 (stereo not given)	33.5%	-24.9
CC(/C=C1\SC(=S)N(CC(=O)N2CCN(c3ccccc3)CC2)C1=O)=C\c1ccccc1	8.2%	6.6

Compound profiles (already shown). Order of screens: S3 lipid droplet | S3 lipid droplet cell count max
N#Cc1ccccc1Sc1ccccc1C(=O)N1CCOCC1 is listed as -10.5% | 2.3
CN(C)N=C1c2cc(S(=O)(=O)N(C)C)ccc2-c2ccc(S(=O)(=O)N(C)C)cc21 is listed as i | -8.5
CC(/C=C1\SC(=S)N(CC(=O)N2CCN(c3ccccc3)CC2)C1=O)=C\c1ccccc1 is listed as 8.2% | 6.6
O=C(CN1C(=O)COc2ccccc21)NCC1CCCO1 (stereo not given) is listed as ? | nt
CCn1c(CNC(=O)c2ccco2)nnc1SCC(=O)Nc1cc(F)ccc1C is listed as ? | nt

Continued.
SMILES	S3 lipid droplet	S3 lipid droplet cell count max
CN(CC(=O)Nc1ccncc1)S(=O)(=O)c1ccc(Cl)cc1	?	nt
CCOC(=O)c1cnc(SCC(=O)c2ccccc2)nc1N	2.9%	-16.6
O=C(O)CN1C(=O)C2(OCCCO2)c2ccccc21	?	nt
O=C(c1cccnc1)N1CCc2ccccc2C1	-3.9%	5.8
CCOC(=O)C1(Cc2cccc(OC)c2)CCN(Cc2cccc(O)c2)CC1	-11.0%	-2.5
CCOc1cc(C(=O)OCC(=O)c2c[nH]c3ccccc23)ccc1OCC(=O)N1CCOCC1	?	nt
O=C(COc1ccc(S(=O)(=O)NCc2ccccc2)cc1Cl)NCC1CCCO1 (stereo not given)	?	nt
COc1c(Cl)cc(Cl)cc1CNCCO	?	nt
CCNC(=S)N/N=C(\C)c1ccc(N2CCOCC2)cc1	-0.7%	nt
Cc1cc(C)c(S(=O)(=O)N2CCN(c3ccc([N+](=O)[O-])c(NCc4ccco4)c3)CC2)c(C)c1	i	nt
COc1cccc(/C=C/C(=O)OCC(=O)Nc2cccc(S(=O)(=O)N3CCOCC3)c2)c1OC	?	nt
O=C1NC2(C=Cc3c(ccc4ccccc34)O2)Oc2ccccc21 (stereo not given)	?	nt
COCCCN(C(=O)c1ccccc1F)c1nc(-c2ccc(OC)cc2)cs1	i	7.9
CN1C(=O)c2cccc3c(S(=O)(=O)Nc4ccccn4)ccc1c23	?	nt
CC(=O)NC(CC(=O)NC(C)c1ccc(Cl)cc1Cl)c1ccccc1 (stereo not given)	?	nt
COc1ccc([C@@H]2[C@@H]3C(=O)N(C(C)(C)C)C(=O)[C@@H]3[C@]3(Cc4ccc(Cl)cc4)C(=O)N(c4ccc(OC)cc4)C(=O)N23)cc1	11.9%	16.0
Cc1cccc(NS(=O)(=O)c2cc(Cl)ccc2Cl)n1	?	nt
CN(C(=O)COC(=O)C1(C)CC1(Cl)Cl)c1c(N)n(Cc2ccccc2)c(=O)[nH]c1=O (stereo not given)	i	-9.4
COc1ccc(C(=O)Nc2ccnn2C2CCN(CCC(C)c3ccc(C)o3)CC2)cc1 (stereo not given)	-0.5%	-6.0
COC(=O)c1c(NC(=S)NNC(=O)c2ccc(Cl)s2)sc(C(=O)N(C)C)c1C	29.4%	6.1
COc1ccc(OCC(O)CN2C(=O)c3ccccc3S2(=O)=O)cc1 (stereo not given)	?	nt

A draw from above in order of count of non-hydrogen atoms, low to high.
SMILES	S3 lipid droplet	S3 lipid droplet cell count max
CN1C(=O)c2cccc3c(S(=O)(=O)Nc4ccccn4)ccc1c23	?	nt
COC(=O)c1c(NC(=S)NNC(=O)c2ccc(Cl)s2)sc(C(=O)N(C)C)c1C	29.4%	6.1
CN(C(=O)COC(=O)C1(C)CC1(Cl)Cl)c1c(N)n(Cc2ccccc2)c(=O)[nH]c1=O (stereo not given)	i	-9.4
